Screening data as filed in PubChem BioAssay.
FUS yeast rescue: FUS proteinopathy suppression in yeast; S. cerevisiae FUS-expressing, growth rescue, OD600, 24 h; Potency, µM (doses to about 76.6 µM), for inactives: top-dose growth rescue (activation), most hits filed as activators; actives 0.24% (n = 390,000);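 further: potency means the concentration at half of the fitted maximal effect; plate controls were DMSO vehicle for no effect and reference control for full effect; nearly all actives have a fitted effect of over 55% in size; some results filed as inactive show a strong effect at the top dose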
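Toxicity suppression screen in FUS-yeast. Cells induced with 2% galactose, starting OD 0.005, treated 24hr at 30C with compounds at multiple final concentrations; growth by OD600.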
EPAC2 antag: blocks human EPAC2 exchange factor; Q8WZA2; EPAC2 GEF exchange of Rap1B-BODIPY-GDP, fluorescence; Potency, µM (doses to about 114 µM), for inactives: at the top dose activity, negative = inhibition, most hits filed as inhibitors; actives 0.18% (n = 360,000); AID 720708; further: potency means the concentration at half of the fitted maximal effect; on the % scale 0 is the no-effect control and ±100 the full control effect; nearly all actives have a fitted effect of over 45% in size; many of its hits are not listed in these tables
Target sequence (Q8WZA2 whole entry, looked up): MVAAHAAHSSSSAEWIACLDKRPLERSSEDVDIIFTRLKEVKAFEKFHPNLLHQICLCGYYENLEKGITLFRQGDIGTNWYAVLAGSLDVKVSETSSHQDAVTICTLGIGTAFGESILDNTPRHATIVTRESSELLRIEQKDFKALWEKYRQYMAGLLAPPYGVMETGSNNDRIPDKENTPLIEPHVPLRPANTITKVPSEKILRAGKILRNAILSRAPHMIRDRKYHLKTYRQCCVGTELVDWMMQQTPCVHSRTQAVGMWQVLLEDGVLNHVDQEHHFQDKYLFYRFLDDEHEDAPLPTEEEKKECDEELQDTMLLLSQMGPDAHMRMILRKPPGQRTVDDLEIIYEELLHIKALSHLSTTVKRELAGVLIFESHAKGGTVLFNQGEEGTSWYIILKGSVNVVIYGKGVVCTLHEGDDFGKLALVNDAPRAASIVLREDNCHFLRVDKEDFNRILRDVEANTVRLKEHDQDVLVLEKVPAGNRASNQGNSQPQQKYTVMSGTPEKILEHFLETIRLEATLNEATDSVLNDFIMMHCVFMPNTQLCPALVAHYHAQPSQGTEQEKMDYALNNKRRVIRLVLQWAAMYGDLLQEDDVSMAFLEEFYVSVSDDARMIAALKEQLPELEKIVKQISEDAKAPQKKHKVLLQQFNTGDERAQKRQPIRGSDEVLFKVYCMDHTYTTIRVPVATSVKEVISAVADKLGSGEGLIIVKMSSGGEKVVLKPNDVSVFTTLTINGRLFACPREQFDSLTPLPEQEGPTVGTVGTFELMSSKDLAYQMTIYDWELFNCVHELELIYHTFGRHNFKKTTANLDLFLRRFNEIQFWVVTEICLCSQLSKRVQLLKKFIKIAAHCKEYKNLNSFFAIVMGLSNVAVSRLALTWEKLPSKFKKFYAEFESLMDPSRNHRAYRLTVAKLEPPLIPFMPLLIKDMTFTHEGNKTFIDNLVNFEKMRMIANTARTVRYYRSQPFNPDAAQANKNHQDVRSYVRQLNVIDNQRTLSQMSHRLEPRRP
Abeta yeast res: compounds reversing amyloid beta toxicity in yeast; yeast expressing A-beta42, growth rescue, OD600, 48 h; response scale: 0% DMSO, 100% iron-clioquinol control; Potency, µM (titrated, usually from 46.1 µM), without a hit: top-dose growth rescue, hits mostly activators; actives 0.063% (n = 410,000); AID 1347071; further: potency means the concentration at half of the fitted maximal effect; nearly all actives have a fitted effect of over 55% in size
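Growth rescue measured by 600 nm absorbance after 48 h yeast culture at 30 C with compound. Values normalized between DMSO and an equimolar ferric chloride plus clioquinol control.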
TDP43 rescue: rescues yeast growth from TDP-43 toxicity | Potency, µM (titrated, usually from 46.1 µM), without a hit: at the highest dose growth rescue (activation), actives largely listed as activators | actives 1.8% (n = 410,000) | TDP-43 expressing yeast growth rescue, BacTiter-Glo, 24 h | AID 652104; further: potency means the concentration at half of the fitted maximal effect; % of control where 0% means no effect; nearly all actives have a fitted effect of over 50% in size
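Galactose-induced TDP-43 yeast, OD600=0.02, compound pinned; 24 hr, 30 deg C; BacTiter-Glo luminescence for growth. Inhibitors of TDP-43 toxicity read as activators.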
D3 antag: D3 dopamine receptor (human) antagonism; P35462; D3R cells, DiscoveRx beta-arrestin luminescence, antagonist mode; active compounds read low; max response, negative = inhibition, %; actives 2.5% (n = 360,000); AID 652054; in the data active means max response below about -50%; inconclusive means no clear call, values can overlap the other calls; further: on the % scale 0 is the no-effect control and ±100 the full control effect; mostly tested at two doses, the higher about 12 µM
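Cells plated overnight at 1500 cells/well, then exposed to library compounds with dopamine controls for 90 minutes at 37 degrees C. DiscoveRx reagent added for 30–60 minutes at room temperature; luminescence read, quantitative HTS format.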
aSyn yeast inh: alpha-synuclein toxicity inhibition in yeast; Yeast expressing alpha-synuclein, growth rescue, BacTiter-Glo, 24 h; AID 652106; actives 0.14% (n = 370,000); Potency, µM (top dose mostly 46.1 µM), for inactives: at the top dose growth rescue (activation), usual class: activators; further: potency means the concentration at half of the fitted maximal effect; % of control where 0% means no effect; nearly all actives have a fitted effect of over 65% in size
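Rescue of yeast growth: cells expressing toxic alpha-synuclein, induced in galactose at OD600 0.02, incubated with compound 24 h at 30 C. ATP luminescence quantified growth; inhibitors of toxicity appear as activators.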
D3 ag: activates the human D3 dopamine receptor; D3R DiscoveRx beta-arrestin cells, luminescence, 90 min; max activation, %; actives 0.58% (n = 410,000); in the data active means max activation above about 30%; further: 0% is about no effect; mostly tested at two doses, the higher about 12 µM
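Agonist-mode cell screen: cells plated at 1500/well and incubated overnight at 37 °C, then exposed to library compounds for 90 min at 37 °C. Detection reagent was added for 30–60 min at room temperature, and luminescence was read.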
EPAC2 agonist: agonists of human EPAC2 (RAPGEF4); AID 720711; Q8WZA2; EPAC2 activation, biochemical qHTS; response scale: 100% = 6.5 mM cAMP response; actives 0.079% (n = 360,000); Potency, µM (titrated, usually from 154 µM), for the others: at the highest dose activation, most hits filed as activators; further: potency means the concentration at half of the fitted maximal effect; nearly all actives have a fitted effect of over 50% in size
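Each well held 100 nM EPAC2, 250 nM RAP1B-BODIPY-GDP and 50 uM GDP. Fluorescence, read at 5-min intervals to 30 min, was referenced to a 6.5 mM cAMP positive control.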
Starred values were filed as active, the others as inactive; ? = inconclusive; . = not tested or not shown; [ ] = dose if it differs, or a comment. Unless noted, the call rests on the fitted dose curve; in most records, active means well fitted curve in the direction sought with a large enough effect; inconclusive means small, poorly fitted or top-dose-only effect, or another doubt; inactive means no such curve, though single readings can be large; an effect the other way counts as inactive or inconclusive.

SMILES	FUS yeast rescue	EPAC2 antag	Abeta yeast res	TDP43 rescue	D3 antag	aSyn yeast inh	D3 ag	EPAC2 agonist
CN1CCN(CCn2c(=S)[nH]c3ccccc3c2=O)CC1	4%	-10%	0%	5%	14	1%	-6	-5%
COc1ccc(-c2nnc(NC(=O)c3ccc(S(=O)(=O)N4CCc5ccccc5C4)cc3)o2)cc1	30%	18%	1%	3%	5	-1%	8	2%
CC(=O)N1N=C(c2ccc(Br)cc2)CC1c1ccc(Br)cc1 (stereo not given)	-10%	-17%	-1%	6%	25	9%	-1	10%
c1ccn2cc(-c3ccc4c(c3)OCCO4)nc2c1	-25%	-21%	-40%[inhibitor]	-28%	-11	-36%[inhibitor]	0	8%
CC(C(=O)NCc1ccccc1)n1c(Cc2cc(F)cc(F)c2)nc2ccccc21 (stereo not given)	5%	-20%	5%	23%	-2	0%	-3	-3%
CC1CN(C(NC(=O)c2ccccc2)C(Cl)(Cl)Cl)CC(C)O1 (stereo not given)	-19%	-13%	8%	12%	7	0%	2	-1%
CCc1nc2ccc(C(=O)Nc3cccc(OCC(=O)N(C)C)c3)cn2c1N(C)Cc1ccc(OC)cc1	31%	1%	-8%	1%	41	-3%	7	14%
COc1ccc(NC(=O)C[C@@H]2C(=O)N(c3ccc(OC)cc3)CC2(C)C)cc1	3%	11%	-5%	?	4	3%	4	4%
CCCCC(=O)Nc1c(-c2ccc(OC)c(OC)c2)c(=O)c2ccccc2n1C	-3%	-14%	3%	0%	0	-1%	1	4%
CCCCNC(=O)c1ccc(-n2c(=S)[nH]c3ccccc3c2=O)cc1	13%	3%	-11%	5%	14	2%	2	3%
COc1ccccc1N(C(=O)c1ccco1)C(C(=O)NC1CCCCC1)c1cc(OC)c(OC)c(OC)c1 (stereo not given)	25%	3%	5%	-13%	-9	0%	-4	5%
O=C(Cc1ccccc1)N[C@H](c1ccccc1)P(=O)(O)CO	14%	0%	-3%	-4%	?	-9%	-5	10%
N#CC1=C(N)Oc2cc(O)ccc2C1c1cccnc1 (stereo not given)	9%	5%	13%	-9%	2	5%	-1	5%
OCCNCCCCOc1ccc(OCc2ccccc2)cc1	12%	-27%	-13%	-12%	41	8%	10	9%
CCOC(=O)c1ccc(NC(=O)c2c(Cl)cc(C)nc2C)cc1	-3%	10%	-11%	26%	-5	-11%	-3	1%
Fc1ccc(COc2ccc(-c3nnco3)cc2)c(Cl)c1	5%	2%	-31%	-10%	25	-1%	10	6%
CCC(=O)NCCc1cc2ccc(C)c(C)c2[nH]c1=O	-29%	13%	-2%	2%	-14	2%	-9	1%
C[C@H]1COC(=O)[C@H](NC(=O)OCC2c3ccccc3-c3ccccc32)C/C=C\C[C@H](CC(=O)N(CCO)Cc2ccccc2)C(=O)N1	?	-26%	-8%	14%	-29	0%	-44	12%
N=c1c2c3c(sc2ncn1CCCN1CCOCC1)CCCCC3	24%	3%	7%	-16%	9	5%	-17	0%
CC(NC(=O)Cc1cccs1)C(c1cccs1)N1CCOCC1 (stereo not given)	.	7%	-12%	1%	14	1%	5	1%
Cc1ccccc1C(=O)Nc1ccc(OCc2cc(=O)n3cccc(C)c3n2)cc1	-20%	.	4%	16%	.	.	1	.
Cc1ccc(C(=O)/C=C/Nc2ccc3c(c2)OCO3)cc1	2%	5%	5%	7%	0	7%	2	0%
CN(C(=O)COC(=O)c1cccc(S(=O)(=O)N(C)c2ccccc2)c1)C1CCCCC1	?	-1%	8%	8%	2	-1%	-7	7%
C[C@H]1CN([C@@H](C)CO)C(=O)CCCn2cc(nn2)CO[C@@H]1CN(C)S(=O)(=O)c1ccc2c(c1)OCCCO2	-21%	3%	-2%	2%	8	2%	-2	-1%
CCOC(=O)c1ccccc1NC(=O)Cn1cc(C(=O)c2cccc(OC)c2)c(=O)c2ccc(C)nc21	-12%	.	7%	0%	.	.	1	.
CCOCCCn1c(=N)c(C(N)=S)cc2c(=O)n3cccc(C)c3nc21	31%	-5%	-15%	-2%	-3	18%	-9	-2%
C=CCOc1ccc(C(=O)/C=C2/C(=O)Nc3ccccc32)cc1	32%	-1%	?	?	-7	?	-11	9%
Cn1c(Cc2ccccc2)nnc1SCC(=O)c1ccc(Br)s1	27%	-5%[57.1 µM]	6%	0%	-18	10%	-13	4%
O=C(NCCc1ccc(Cl)cc1)c1cnc2sc(N3CCCCC3)nn2c1=O	-14%	.	-9%	18%	.	.	7	.
CCOc1ccc(NC(=O)CCN2C(=S)NC(C)(C)CC2C)cc1 (stereo not given)	26%	10%	-7%	-9%	7	1%	-2	8%
CC(C)N=C1NN=C(c2ccc(Cl)c(Cl)c2)CS1	8%	2%	-6%	-2%	-16	6%	-5	8%
O=C(c1cccc(Cl)c1)N1CCN(Cc2ccccc2F)CC1	12%	9%	7%	4%	?	-1%	2	-7%
CCCCOC(=O)C(C)Sc1n[nH]c(=O)[nH]c1=O (stereo not given)	-8%	7%	-17%	17%	0	3%	3	12%
Cc1ccc(-c2csc(N(C)C(=O)c3c(C)nn(-c4ccccc4)c3Cl)n2)cc1	34%	3%	-1%	-12%	22	-2%	17	5%
COc1ccc(/C=N/NC(=O)c2ccc(CSc3nc(C)cc(C)n3)cc2)c(OC)c1OC	.	5%	20%	25%	-11	2%	3	2%
COc1ccc(OC)c(N=Nc2c(O)c3ccccc3[nH]c2=O)c1	41%	-4%	-8%	-16%	36	-5%	8	1%
CCc1nc2c(OCC(=O)C(C)(C)C)cccn2c1N(C)C(=O)c1ccco1	-16%	11%	-1%	0%	1	-1%	3	8%
CCc1cc(C(=O)O)c(NC(=O)c2cc(OC)c(OC)c(OC)c2)s1	18%	-5%	-3%	8%	-3	3%	-4	-4%
Cc1cc(C)c(S(=O)(=O)NCC(c2ccc3c(c2)OCO3)N2CCOCC2)c(C)c1 (stereo not given)	.	-1%	-13%	-14%	-22	-4%	-7	9%
COc1ccc(CCNC(=O)CN2C(=O)NC3(CCCCC3)C2=O)cc1	1%	18%	1%	?	1	-5%	-5	-2%
O=C(Cc1ccc(F)cc1)OCn1nnc2ccccc2c1=O	7%	8%	-14%	-13%	0	2%	7	0%
COc1ccc(C(=O)N2CCN(Cc3ccccc3C)CC2)cc1OC	12%	2%	-15%	-4%	-8	-2%	-7	-7%
NC(=O)C1CCN(C(=O)CSc2nc3c(c(-c4ccccc4)n2)CCCC3)CC1	9%	11%	7%	7%	5	3%	0	-5%
Cc1ccc(-n2cc(CNCCc3ncc(C)[nH]3)c(-c3ccc(F)cc3)n2)cc1	16%	-2%	-15%	0%[9.22 µM]	-23	-10%	-15	0%
COc1cc(C)ccc1OCC(=O)Nc1ccc2c(c1)OCO2	8%	-7%	-6%	0%	-16	-3%	1	12%
O=C(Nc1cc(=O)[nH]c2ncnn12)c1ccc(Cl)cc1Cl	16%	-4%	-11%	2%	11	2%	0	5%
CN(C)C(=O)Nc1ccc(F)cc1F	-4%	6%	19%	1%	14	2%	1	8%
C=CCn1c(SCn2nnc3ccccc3c2=O)nnc1-c1ccc(Br)cc1	30%	4%	-84%[inhibitor]	-45%[inhibitor]	14	-21%	20	9%
CCCCC(c1nnnn1CS(=O)(=O)c1ccc(C)cc1)N1CCN(c2ccccc2)CC1 (stereo not given)	26%	2%	-9%	-8%	-16	2%	-14	2%
Cc1nc2ncnn2c(C)c1CCC(=O)Nc1csc(N)n1	9%	10%	13%	24%	9	0%	-9	3%
CCOc1ccc(C(Nc2ccc(C)cc2)P2(=O)OCCC(C)O2)cc1 (stereo not given)	41%	4%	13%	11%	0	8%	7	2%
O=C(NCc1cccnc1)c1cccc(OC2CCN(Cc3ccc(CO)o3)CC2)c1	.	2%	-5%	0%	-25	-8%	-12	5%
CC1CC(C)CN(C(=O)CCNC(=O)Cn2cnc3ccccc3c2=O)C1 (stereo not given)	-9%	21%	3%	-13%	2	2%	-6	7%
Cc1cccc(-n2ncc(C(=O)N3CCOCC3)c2C2CCN(C(=O)OC(C)(C)C)CC2)c1	12%	.	-9%	-8%	.	.	-5	.
CN(C)c1ccc(P(=O)(COc2ccc([N+](=O)[O-])cc2)c2ccc(N(C)C)cc2)cc1	-4%	?	4%	-24%	6	-1%	-5	-4%
COc1ccc(NC(=O)Cn2nnc(C(=O)NCCc3ccc(OC)c(OC)c3)c2N)c(OC)c1	14%	3%	1%	9%	-2	0%	-2	5%
COc1ccc(C(=O)NCCn2cc(SCC(=O)NCc3ccco3)c3ccccc32)cc1	21%	3%	4%	7%	-69*	-4%	4	3%
COc1ccc(NC2CCCN(C(=O)c3ccccc3-c3ncc[nH]3)C2)cc1 (stereo not given)	-37%	1%	0%	-9%	-3	-5%	0	1%
COc1ccc(C(=O)c2c(N)c(-c3nc(-c4ccc5c(c4)OCO5)cs3)c3ccccn23)cc1	0%	.	-5%	-5%	.	.	-9	.
Cn1c(O)c(N=Nc2nc(-c3ccccc3)cs2)c2ccccc21	-6%	-24%	-3%	26%	-22	0%	-4	0%

Fetched by structure from the entries so far (2):
SMILES	FUS yeast rescue	EPAC2 antag	Abeta yeast res	TDP43 rescue	D3 antag	aSyn yeast inh	D3 ag	EPAC2 agonist
Cn1c(O)c(N=Nc2nc(-c3ccccc3)cs2)c2ccccc21	-6%	-24%	-3%	26%	-22	0%	-4	0%
COc1ccc(NC2CCCN(C(=O)c3ccccc3-c3ncc[nH]3)C2)cc1 (stereo not given)	-37%	1%	0%	-9%	-3	-5%	0	1%

The listing continues:
SMILES	FUS yeast rescue	EPAC2 antag	Abeta yeast res	TDP43 rescue	D3 antag	aSyn yeast inh	D3 ag	EPAC2 agonist
CCOC(=O)c1snc2c(=O)[nH]cnc12	64%	-9%	-5%	16%	17	-3%	-3	12%
Cc1cccc(-c2nnc(SCC(=O)NC3CC3)n2C)c1	-3%	1%	7%	4%	18	1%	1	-4%
CCCn1c(SCN2C(=O)c3ccccc3C2=O)nc2cc(Cl)ccc2c1=O	-6%	9%	11%	?	-21	1%	-22	7%
c1ccc(-c2nccc3ccccc23)cc1	-3%	6%	10%	10%	-11	7%	1	8%

As entered above:
`c1ccn2cc(-c3ccc4c(c3)OCCO4)nc2c1` @ EPAC2 agonist: 8%
`CCC(=O)NCCc1cc2ccc(C)c(C)c2[nH]c1=O` @ TDP43 rescue: 2%
`Cc1ccc(C(=O)/C=C/Nc2ccc3c(c2)OCO3)cc1` @ D3 ag: 2

Not all compounds are listed; rates above refer to the full screens.
